tim10-1 inh – inhibits growth of tim10-1 mutant yeast; S. cerevisiae tim10-1 ts strain growth, BacTiter-Glo, 24 h; inhibition, % at 20 µM; 330,000 compounds, 2.2% hits;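 active = inhibition of at least 40%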;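 also: mutant grown at 25 °C; 0% = DMSO wells with yeast and 100% = wells holding no yeast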
tim23-1 inh – tim23-1 yeast growth inhibition | S. cerevisiae tim23-1 growth, BacTiter-Glo luminescence, 24 h | inhibition, % at 20 µM | 330,000 compounds, 1.3% hits | AID 463212;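 active = growth inhibition of the mutant yeast at or above 50%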;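 also: temperature-sensitive mutant grown at 25 °C; plate controls were DMSO-treated mutant yeast for no effect and medium wells lacking yeast for full effect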
TIM10 inh – inhibits growth of TIM10 yeast strain | S. cerevisiae TIM10 strain growth, BacTiter-Glo luminescence, 24 h | 330,000 compounds, 1.4% hits | AID 463195 | inhibition, % at 10 µM;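 active = inhibition of 40% or more at the single tested concentration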;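 also: wild-type TIM10 isogenic control strain grown at permissive 25 °C; 0% = DMSO yeast wells and 100% = minimal medium wells without yeast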
697 NFkB inh – inhibitors of the PMA/ionomycin-induced NF-kB reporter in 697 B cells; AID 435022; 697 B-cell NF-kB luciferase reporter, 16 h; inhibition, % at 4 µM; 330,000 compounds, 0.33% hits; in the data active = inhibition above about 35%
Mdm2 MdmX PPI – human Mdm2/MdmX binding inhibition. O15151+Q00987. inhibition, % at 8 µM. 330,000 compounds, 3% hits. SaOS-2 split-luciferase Mdm2/MdmX complementation, luminescence. AID 485346;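 active = inhibition of at least 50% at 8 µM in the primary screen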
Target sequence (O15151 whole entry, looked up): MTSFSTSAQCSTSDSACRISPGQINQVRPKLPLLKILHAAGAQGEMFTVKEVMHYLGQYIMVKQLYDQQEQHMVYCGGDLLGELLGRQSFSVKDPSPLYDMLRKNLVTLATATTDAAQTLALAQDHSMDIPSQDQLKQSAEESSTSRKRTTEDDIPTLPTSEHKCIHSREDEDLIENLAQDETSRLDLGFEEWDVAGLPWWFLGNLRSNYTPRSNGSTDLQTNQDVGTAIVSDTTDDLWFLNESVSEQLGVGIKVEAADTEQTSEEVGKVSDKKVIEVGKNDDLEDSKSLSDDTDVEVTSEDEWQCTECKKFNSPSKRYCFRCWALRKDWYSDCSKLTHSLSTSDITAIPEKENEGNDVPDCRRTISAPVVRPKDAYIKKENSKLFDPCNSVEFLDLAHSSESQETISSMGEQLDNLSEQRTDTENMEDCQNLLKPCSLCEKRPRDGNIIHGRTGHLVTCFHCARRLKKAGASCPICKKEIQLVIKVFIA
Target sequence (Q00987 whole entry, looked up): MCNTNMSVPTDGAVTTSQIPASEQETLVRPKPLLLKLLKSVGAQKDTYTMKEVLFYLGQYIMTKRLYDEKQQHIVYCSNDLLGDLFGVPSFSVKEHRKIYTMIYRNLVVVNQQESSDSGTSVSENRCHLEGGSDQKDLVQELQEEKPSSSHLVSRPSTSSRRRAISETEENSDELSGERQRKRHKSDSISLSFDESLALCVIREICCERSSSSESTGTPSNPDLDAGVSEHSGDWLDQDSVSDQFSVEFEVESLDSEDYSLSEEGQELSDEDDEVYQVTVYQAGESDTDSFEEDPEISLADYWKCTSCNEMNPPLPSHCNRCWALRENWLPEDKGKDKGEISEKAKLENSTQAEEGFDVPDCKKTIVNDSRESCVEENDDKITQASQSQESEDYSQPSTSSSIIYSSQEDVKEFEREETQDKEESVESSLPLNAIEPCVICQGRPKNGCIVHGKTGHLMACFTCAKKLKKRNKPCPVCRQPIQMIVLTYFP
CHOP UPR activ – apoptotic UPR (CHOP) activation. CHO-CHOP luciferase reporter, luminescence; percent of tunicamycin response over DMSO baseline. activation, % at 10 µM. 330,000 compounds, 0.34% hits. AID 449763;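 active = at 10 µM dose, activation of 40% or more, normalized to positive control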;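 also: 100% = tunicamycin at 10 µg/mL and 0% = DMSO alone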
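System: CHO-CHOP luciferase reporter cell line | Buffer or medium: F12 medium containing 10% fetal bovine serum | Doses: One dose, 10 µM in 0.5% DMSO | Times: 6 h compound exposure at 37 °C after overnight seeding | Signal: Luciferase luminescence | Read-out: % activation vs tunicamycin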
XBP1 UPR activ – adaptive UPR (XBP1) activation | CHO-XBP1 luciferase reporter, IRE1-XBP1 UPR activation, luminescence; percent of tunicamycin response, DMSO as zero | 330,000 compounds, 0.33% hits | AID 463104 | activation, % at 20 µM;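 active = versus positive control, 20 µM dose yields 30% or more activation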;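 also: 100% = tunicamycin at 10 µg/mL and 0% = DMSO only wells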
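Test system: CHO-XBP1 luciferase reporter cells | Buffer or medium: Serum-containing F12 medium, 10% FBS | Schedule: 6 h compound exposure at 37 °C, 5% CO2 | Detection: Steady-Glo luciferase glow luminescence, 10 min after reagent addition | Read-out basis: Activation, % of tunicamycin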
Jurkat NFkB inh – inhibitors of the PMA/ionomycin-induced NF-kB reporter in Jurkat cells; PMA/ionomycin-induced NF-kB luciferase reporter, luminescence; inhibition, % at 4 µM; 330,000 compounds, 0.53% hits; AID 435003; in the data active = inhibition above about 50%
Numbers without * were called inactive.

SMILES	tim10-1 inh	tim23-1 inh	TIM10 inh	697 NFkB inh	Mdm2 MdmX PPI	CHOP UPR activ	XBP1 UPR activ	Jurkat NFkB inh
O=C(COc1ccc(Cl)cc1)Nc1nc(-c2ccc(S(=O)(=O)N3CCOCC3)cc2)cs1	33.7	20.7	24.1	-22.0	12.1	-1.9	-3.4	15.0
COc1ccc(CCN(C)C2CCCN(C(=O)Cn3cccn3)C2)cc1OC (stereo not drawn)	-8.8	-21.9	7.9	0.7	19.4	-0.6	-3.0	-9.4
COC(=O)c1ccc(CSc2ccccc2C)o1	6.2	12.2	3.4	-4.5	11.6	0.0	1.0	0.1
CCOC(=O)CC1OC(=O)c2cc3c(cc21)C(=O)OC3CC(=O)OCC (stereo not drawn)	-16.2	19.8	-3.4	2.8	15.7	1.9	1.0	1.6
COc1ccc(-c2nnc(SCC(=O)Nc3ccc(C(=O)O)cc3)n2-c2ccc(Cl)cc2)cc1	7.0	11.9	11.5	-3.2	-6.7	0.8	1.2	-6.8
Cc1ccc(NC(=O)COc2ccc3c(c2)CCC3)nc1	5.6	9.6	-2.4	8.5	-16.1	2.6	-1.0	-84.5
C=CCn1c(=N)n(CC(=O)O)c2ccccc21	3.8	12.5	-3.4	-4.2	7.3	0.9	-1.8	1.0
CCOc1ccccc1OCCn1nnc2ccccc21	27.1	15.9	-4.3	-34.5	9.1	-2.3	2.5	-8.6
CN(CC(=O)Nc1c(Cl)cccc1Cl)C(=O)c1ccccc1-c1nc2ccccc2s1	26.1	30.3	24.6	-5.4	20.1	0.4	-0.5	9.7
N#Cc1c(-c2ccccc2)cc(-c2ccccc2)nc1Br	4.1	-12.5	-7.5	30.8	-12.6	-1.0	-1.9	-9.4
Cc1ccc(OCc2cc(C(=O)N3CCC(Oc4cccnc4)CC3)no2)cc1C	35.7	27.7	29.9	-68.0	6.1	0.7	-1.6	-8.1
CCCCn1c(N)c(N(CCOC)C(=O)CN(C)CC(=O)Nc2ccc(Cl)c(Cl)c2)c(=O)[nH]c1=O	-10.5	-5.1	0.1	4.5	26.5	1.6	-2.5	-0.8
CCOC(=O)C1=C(C)N=C2SCCC(=O)N2[C@@H]1/C=C/c1ccccc1	29.0	38.2	34.8	7.4	8.3	0.1	-0.1	-2.2
Nc1ccc(-c2cnc(-c3ccc(N)cc3)nc2)cc1	12.2	-0.6	-2.2	-184.5	-54.7	-3.7	-2.4	-112.9
COc1ccc(OC)c(S(=O)(=O)Nc2ccc3oc(C)c(C(C)=O)c3c2)c1	14.8	20.1	3.6	0.1	-14.3	0.9	-0.7	1.5
CCCCn1c2ccc(F)cc2c2nnc(SCCN3CCCCC3)nc21	23.6	28.3	7.9	-25.4	-5.6	1.1	8.6	-9.1
CCOC(=O)c1[nH]c(CN2CCN(c3ccc(OC)cc3)CC2)c(C(=O)OCC)c1C	13.0	26.9	19.4	-24.9	0.0	-0.1	-0.7	-12.9
Cc1ccnc(NC(=S)NC(=O)/C=C/c2ccccc2)c1	9.0	4.7	4.2	-39.9	-25.1	3.3	2.5	-28.9
O=C(Nc1ccnn1C1CCN(C(=O)c2ccc(Cl)cc2)CC1)C1CC1	4.9	8.6	10.7	-10.9	-25.8	0.8	-2.5	-1.1
COc1ccc(NS(=O)(=O)c2ccc3c(c2)n(C)c(=O)n3C)cc1	3.5	1.8	-14.4	8.5	15.1	-2.1	-0.9	0.4
CCOc1ccc(-c2nnn(CC(=O)NCc3ccccc3)n2)cc1	2.8	-6.9	-3.0	-2.5	48.8	2.4	2.8	40.4
O=C(NCC1(N2CCOCC2)CCCCC1)c1ccc(S(=O)(=O)Nc2ccccc2F)cc1	12.5	4.7	11.3	-1.9	-5.8	1.9	-1.9	-7.3
CC(=O)N(Cc1cc2cc(C)ccc2[nH]c1=O)c1cccc(C)c1C	21.1	10.3	4.7	1.0	12.6	0.8	-1.8	2.2
Cc1nn(C)cc1CN1CCCC(C(=O)c2ccc(-c3ccccc3)cc2)C1 (stereo not drawn)	15.9	3.9	8.1	0.1	17.2	0.5	-2.7	11.5
CO/N=C/NC(=O)NOCc1ccc(Cl)cc1Cl	19.2	8.7	-7.3	21.0	10.1	-0.4	-4.1	6.8
O=C(NCc1ccco1)c1ccc2c(c1)C(=O)c1ccccc1-2	20.5	30.3	11.5	13.4	-19.8	8.5	0.1	11.0
Cc1ccc(N=C2N=C(N)c3ccccc32)c(C)c1	22.2	15.6	9.3	-0.8	12.3	1.0	-2.3	-1.6
CC(=O)Nc1ccc(SCC(=O)NC(=O)c2ccc(S(=O)(=O)N(C)C)cc2)cc1	-8.6	-6.6	-7.9	14.5	8.3	-0.5	-2.6	14.2
Fc1ccc2cc(-c3cccnc3)ncc2c1	3.2	0.9	2.3	-15.7	-19.5	3.4	5.5	4.0
Cc1sc2ncnc(NCCc3ccc(S(N)(=O)=O)cc3)c2c1C	7.5	0.5	-7.3	2.3	18.6	3.0	1.1	43.2

A second format for five compounds above:
Structure | tim10-1 inh | tim23-1 inh | TIM10 inh | 697 NFkB inh | Mdm2 MdmX PPI | CHOP UPR activ | XBP1 UPR activ | Jurkat NFkB inh
CCOC(=O)C1=C(C)N=C2SCCC(=O)N2[C@@H]1/C=C/c1ccccc1 | 29.0 | 38.2 | 34.8 | 7.4 | 8.3 | 0.1 | -0.1 | -2.2
Nc1ccc(-c2cnc(-c3ccc(N)cc3)nc2)cc1 | 12.2 | -0.6 | -2.2 | -184.5 | -54.7 | -3.7 | -2.4 | -112.9
COc1ccc(OC)c(S(=O)(=O)Nc2ccc3oc(C)c(C(C)=O)c3c2)c1 | 14.8 | 20.1 | 3.6 | 0.1 | -14.3 | 0.9 | -0.7 | 1.5
CCCCn1c2ccc(F)cc2c2nnc(SCCN3CCCCC3)nc21 | 23.6 | 28.3 | 7.9 | -25.4 | -5.6 | 1.1 | 8.6 | -9.1
CCOC(=O)c1[nH]c(CN2CCN(c3ccc(OC)cc3)CC2)c(C(=O)OCC)c1C | 13.0 | 26.9 | 19.4 | -24.9 | 0.0 | -0.1 | -0.7 | -12.9

Next compounds:
SMILES	tim10-1 inh	tim23-1 inh	TIM10 inh	697 NFkB inh	Mdm2 MdmX PPI	CHOP UPR activ	XBP1 UPR activ	Jurkat NFkB inh
CC(C)(C)C(=O)COC(=O)c1ccccc1O	3.5	5.7	-5.5	3.9	-3.4	1.3	-2.3	-12.3
O=C(c1cccnc1)N1CCN(Cc2ccc3ccccc3c2)CC1	1.4	10.0	5.6	8.7	-17.1	-0.3	-5.3	2.2
O=C1CC(/C=C/c2ccncc2)=Nc2ccccc2N1	11.7	23.0	7.6	-2.3	39.6	-1.1	-4.8	-0.6
Cn1c(SCC(=O)NNC(=O)c2ccccc2Br)nnc1C(F)(F)F	6.0	7.4	-1.0	15.9	11.7	-0.9	-4.2	-10.5
CCSc1nc(CC)c2c(c1C#N)CCCC2	-6.2	14.1	-12.8	6.8	4.6	0.1	-0.6	1.2
O=C1CS/C(=N/N=C/c2ccc(OS(=O)(=O)c3ccccc3)cc2)N1	7.1	1.3	-3.2	4.8	19.5	0.0	-0.9	-0.1
COc1ccc(-c2cccc(NS(=O)(=O)c3ccccc3[N+](=O)[O-])c2)nn1	11.8	4.3	12.1	8.0	5.1	3.0	-3.0	7.8
Cc1ccc(C)c(NC(=O)CCC(=O)N/N=C2/CC(=O)CC(C)(C)C2)c1	1.3	3.3	-0.3	2.2	-2.4	-0.1	-3.9	-1.7
O=C(N=C1SC2CS(=O)(=O)CC2N1Cc1ccccc1)C1CCCCC1 (stereo not drawn)	1.2	-7.0	-3.4	-23.5	19.7	1.8	-3.3	10.3
Cc1cnc(CN(C)C(=O)CC2C(=O)NCCN2Cc2cccc(F)c2F)[nH]1 (stereo not drawn)	0.6	9.9	-2.3	13.1	29.5	4.0	-0.9	-3.0
C(=N\Nc1nc(-c2ccccc2)cs1)/c1cccnc1	-27.2	26.7	-21.9	-55.7	-105.8	4.4	-1.1	-86.6
Cc1cc(NC(=O)CCCOc2ccc(Cl)cc2Cl)no1	2.4	-4.0	-6.6	12.3	1.5	0.4	-4.6	13.3
COc1cc(/C=N/N2C(=O)C3C4C=CC(CC4)C3C2=O)ccc1O (stereo not drawn)	9.8	0.6	20.0	9.0	16.0	2.2	-1.6	1.8
CN(Cc1nc(C(c2ccccc2)c2ccccc2)no1)CC1COCCO1 (stereo not drawn)	21.5	11.2	9.1	7.2	-3.1	1.7	-4.0	-1.7
CCN(CC)c1ccc(C(=O)OCC(=O)Nc2cc3oc4ccccc4c3cc2OC)cc1	5.2	0.1	2.9	-5.2	50.5*	55.2*	177.9*	-17.6
CCOC(=O)CC(c1ccc(N)cc1)n1c(C)ccc1C (stereo not drawn)	34.6	12.1	-12.5	9.7	17.0	0.4	2.2	-10.0
N#Cc1ccsc1NC(=O)COC(=O)c1ccc(NC(N)=O)cc1	9.7	2.3	-5.3	-83.3	-98.0	3.5	0.2	-102.4
CCCC(=O)NC(c1ccco1)c1cc([N+](=O)[O-])c2cccnc2c1O (stereo not drawn)	-4.9	-9.6	2.3	5.5	45.4	8.4	-4.3	9.8
C/C(=N\NC(=O)c1ccc(Cn2cc(Br)cn2)o1)c1cccc(NC(=O)C(C)(C)C)c1	-14.2	25.7	10.7	-15.6	-1.2	1.7	-3.3	-2.8
CCOC(=O)CNC(=S)N(CCCN1CCN(C)CC1)Cc1cccs1	18.7	6.3	-6.9	-2.2	12.0	0.5	0.1	-9.0
Cc1cccc(C(=O)NCC(=O)N2CCN(S(=O)(=O)c3ccc4c(c3)OCCO4)CC2)c1	15.3	2.2	8.0	18.0	5.9	1.1	-3.0	2.1
CCCn1c(C)cc(C(=O)CSc2nc3nc(C)cc(C)n3n2)c1C	-3.1	15.8	-4.0	-38.0	-2.1	1.7	-1.7	17.3
O=C(CSc1ccc2nnc(-c3cccnc3)n2n1)NCc1ccco1	2.7	11.7	-2.9	-0.2	27.8	1.1	-0.6	2.2
Cc1cccc(NC(=O)c2ccc(Cl)nc2)n1	-14.2	-6.5	-2.7	7.8	3.4	1.5	-5.0	-0.9
COC(=O)c1sccc1NC(=O)Nc1cc(C)cc(C)c1	25.7	48.0	24.2	-58.5	20.2	8.7	3.3	0.3
COc1cc(CNCCc2ccccc2)ccc1OCC(N)=O	-4.9	5.2	-10.2	16.7	26.1	-0.7	-0.9	-5.0
CC(C)(C)C(=O)NC(=S)Nc1ccc(Cl)c(C(=O)O)c1	16.3	11.1	2.5	-1.6	-1.2	-2.7	-1.9	0.0
c1cc2c3c(cccc3c1)C(N1CCOCC1)=N2	0.4	8.7	12.7	-6.1	-13.7	0.8	0.0	-0.9
CC(/C=C/c1ccccc1F)=N\NC(=O)c1cccc(F)c1	-33.9	26.7	25.9	-45.6	-10.8	3.7	-1.4	-18.9
COc1ccc(NC(=O)CSCC(=O)Nc2ccc(C)c(S(=O)(=O)N3CCCCCC3)c2)cc1	17.2	14.6	-0.1	-0.4	30.5	0.2	-0.7	19.4
CCn1c2ccccc2c2cc(NS(=O)(=O)c3ccc(C)cc3)ccc21	14.5	11.7	14.2	-33.9	44.6	-0.1	-3.9	0.6
Oc1c(C=C2N=c3ccccc3=N2)sc(=S)n1-c1ccc2ccccc2c1	-0.5	-3.6	6.4	-15.3	21.5	-0.6	1.3	10.7
CCN(CC)c1ccc(C(=O)c2ccccc2C(=O)O)c(O)c1	22.6	-0.7	-9.7	-19.8	11.2	-1.4	-0.5	-7.1
O=S(=O)(c1ccc2ccccc2c1)N1CCN(S(=O)(=O)N2CCOCC2)CC1	-0.6	12.1	0.1	-12.3	9.5	-1.0	-1.4	17.3
CCOC(=O)c1cnc(SCC(=O)Nc2cc(C(F)(F)F)ccc2N2CCOCC2)nc1N	0.4	-0.4	-5.8	-7.0	54.5*	-1.6	-0.3	4.2
COc1ccc(-n2c(Cc3cccn3C)nnc2SCC(=O)NCc2ccco2)cc1	13.3	10.2	6.5	-7.1	-12.1	-1.6	1.7	-16.0
